High-throughput results as filed in PubChem BioAssay.
rTrxR1 inhibitor – blocks rat thioredoxin reductase 1; recombinant rTrxR1, NADPH fluorescence consumption, selenite substrate; Potency, µM (doses to about 114 µM), for the others: at the top dose activity change, negative = inhibition, usual class: inhibitors; O89049; actives 1% (n = 390,000); note: % is set by controls: 0 for no effect and ±100 for the full control effect; nearly all actives have a fitted effect of over 65% in size
Target sequence (O89049 whole entry, looked up): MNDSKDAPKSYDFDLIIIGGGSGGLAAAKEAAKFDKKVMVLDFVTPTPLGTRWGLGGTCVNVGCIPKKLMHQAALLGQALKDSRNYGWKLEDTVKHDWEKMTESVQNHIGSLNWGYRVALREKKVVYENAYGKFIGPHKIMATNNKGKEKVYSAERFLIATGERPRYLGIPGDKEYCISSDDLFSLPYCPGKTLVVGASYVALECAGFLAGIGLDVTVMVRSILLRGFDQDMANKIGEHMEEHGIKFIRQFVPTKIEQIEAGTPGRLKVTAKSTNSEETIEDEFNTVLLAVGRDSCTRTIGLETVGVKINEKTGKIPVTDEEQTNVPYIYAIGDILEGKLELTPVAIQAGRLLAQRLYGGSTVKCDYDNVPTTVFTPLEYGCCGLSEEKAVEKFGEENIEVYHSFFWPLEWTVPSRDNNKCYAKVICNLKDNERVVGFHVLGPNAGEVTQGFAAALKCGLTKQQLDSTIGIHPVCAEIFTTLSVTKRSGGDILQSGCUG
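Rat TrxR1 (90 nM in the dispensed reagent) was pre-reduced with 400 uM NADPH for 5 min at room temperature, then incubated with compound for 15 min. After 400 uM selenite was added, NADPH fluorescence (Ex 340/Em 450 nm) was followed for 8 min.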
RGS4 inhibitor – human RGS4 inhibition | AID 504845 | actives 0.039% (n = 390,000) | Transcreener GDP fluorescence polarization, RGS4-accelerated GTP hydrolysis | Potency, µM (top dose mostly 114 µM), inactives show at the top dose activity change, negative = inhibition, usual class: inhibitors | P49798; note: % is set by controls: 0 for no effect and ±100 for the full control effect; nearly all actives have a fitted effect of over 75% in size; some results filed as inactive show a strong effect at the top dose
Target sequence (P49798 whole entry, looked up): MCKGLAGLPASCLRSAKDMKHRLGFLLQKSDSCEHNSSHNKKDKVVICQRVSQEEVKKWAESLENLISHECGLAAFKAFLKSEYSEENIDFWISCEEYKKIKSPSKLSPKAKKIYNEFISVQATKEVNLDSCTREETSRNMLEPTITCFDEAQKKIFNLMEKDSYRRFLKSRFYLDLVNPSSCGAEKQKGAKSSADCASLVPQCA
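MLSMR compounds (23 nl, pin-transferred) preincubated 10 min at room temperature with a 500nM (2x) first reagent, then RGS4 at 900nM (2x) plus Transcreener GDP mix added; fluorescence polarization (620/688 nm) read before and after 90 min at 30 °C.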
TrxR1 substrate – is turned over as a substrate by rat TrxR1; actives 0.01% (n = 390,000); purified TrxR1 substrate turnover, NADPH consumption readout; O89049; Potency, µM (top dose mostly 114 µM), inactives show top-dose activity change, negative = substrate turnover; note: % is set by controls: 0 for no effect and ±100 for the full control effect; nearly all actives have a fitted effect of over 50% in size
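Rat TrxR1, dispensed at 90 nM, was prereduced with 400 uM NADPH (final) for 5 min at ~22 deg C, then incubated with compound 15 min before 400 uM selenite. A first-read NADPH fluorescence drop versus no-compound background flagged substrates.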
USP1-UAF1 inh – blocks the human USP1/UAF1 deubiquitinase complex | O94782 | recombinant USP1/UAF1, Ub-Rhodamine cleavage fluorescence | Potency, µM (series often up to 57.1 µM), for the others: top-dose activity change, negative = inhibition, usual class: inhibitors | actives 0.23% (n = 390,000) | AID 743255; note: % is set by controls: 0 for no effect and ±100 for the full control effect; nearly all actives have a fitted effect of over 60% in size; inactives centre near -12
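Step one: compound is pinned into 1nM USP1/UAF1 in HEPES pH 7.8 buffer with TCEP. Step two: 15 min room-temperature incubation. Step three: Ub-Rho (150nM final) starts cleavage, tracked by fluorescence over six one-minute reads.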
mIDH1 inhibitor – blocks human mutant IDH1 R132H enzyme. IDH1-R132H enzyme, NADPH consumption, diaphorase/resazurin fluorescence. Potency, µM (top dose mostly 76.6 µM), inactives show at the top dose activity change, negative = inhibition, hits mostly inhibitors. actives 0.093% (n = 390,000); note: % is set by controls: 0 for no effect and ±100 for the full control effect; nearly all actives have a fitted effect of over 65% in size
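IDH1-R132H (0.5 ug/mL) preincubated 30 min with compound, then NADPH (0.016 mM) and alpha-KG (2 mM) added; 80 min at RT, pH 7.5. Remaining NADPH coupled via diaphorase/resazurin to fluorescence (540/590 nm); concentration-response curves normalized to no-enzyme control.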
Vif-A3G inh – Vif-A3G binding inhibition; Q9HC16; HeLa A3G-eYFP + Vif (tagged APOBEC3G with the HIV-1 protein that degrades it), YFP fluorescence, overnight; Potency, µM (top dose mostly 46.1 µM), for inactives: at the top dose activity, negative = active, hits mostly inhibitors; actives 0.076% (n = 410,000); AID 602310;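 note: % is set by controls: 0 for no effect and ±100 for the full control effect; nearly all actives have a fitted effect of over 60% in size; hits raise eYFP signal because A3G escapes Vif-driven loss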
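HeLa cells stably expressing Vif and C-terminally eYFP-tagged A3G, seeded overnight at 37 deg C, then exposed to compound by pintool overnight at 37 deg C. Rise in yellow fluorescence (Ex 488/Em 500-530, Acumen) marks blocked Vif-driven A3G degradation.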
ALOX12 inh – ALOX12 (human) lipoxygenase inhibition | purified 12hLO, xylenol orange hydroperoxide absorbance | actives 1.1% (n = 580,000) | Potency, µM (top dose mostly 108 µM), without a hit: at the highest dose activity change, negative = inhibition, usual class: inhibitors; note: % is set by controls: 0 for no effect and ±100 for the full control effect
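Purified human 12hLO at 150 nM in 25 mM Hepes, 0.01% Triton X-100, pH 7.0, preincubated 15 min at room temperature with compound. Reaction started with 40 uM arachidonic acid, 30 min at room temperature. Hydroperoxide measured by Fe-xylenol orange, 573/405 nm absorbance ratio.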
RXFP1 agonist – activates the human relaxin receptor RXFP1; HEK293T-RXFP1 cAMP TR-FRET, 30 min; response scale: percent of porcine relaxin response, buffer zero; Potency, µM (doses to about 57.5 µM), inactives show top-dose activation, hits mostly activators; Q9HBX9; actives 0.3% (n = 370,000); AID 2676; note: % is set by controls: 0 for no effect and ±100 for the full control effect; nearly all actives have a fitted effect of over 60% in size; many of its hits are not listed in these tables
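Agonist response is measured as cAMP accumulation in an RXFP1-transfected HEK293T line under PDE4 inhibition. Values are scaled between buffer-only and 29 nM porcine relaxin, and EC50s come from standard Hill equation fits.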
Vif-APOBEC3F blk – inhibitors of Vif-A3F interaction; HeLa A3F-eYFP + Vif (tagged APOBEC3F with the HIV-1 protein that degrades it), YFP fluorescence increase; Potency, µM (doses to about 46.1 µM), inactives show at the highest dose activity, negative = active; actives 0.2% (n = 390,000); AID 602313; note: % of control where 0% means no effect; nearly all actives have a fitted effect of over 65% in size
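HeLa cells stably expressing Vif plus C-terminally eYFP-tagged A3F were seeded, incubated overnight at 37 deg C, dosed with compound, incubated overnight again at 37 deg C. Yellow fluorescence (Ex 488/Em 500-530) reported blocked Vif-mediated A3F-eYFP degradation.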
Active calls of the source: *; i = inactive; ? = inconclusive; / = not tested or not shown; & = joins results of further samples; [ ] = remark or other dose. Calls come from the whole dose curve; as a rule, active = well fitted curve in the direction sought with a large enough effect; inconclusive = small, poorly fitted or top-dose-only effect, or another doubt; inactive = no such curve, though single readings can be large; an effect the other way counts as inactive or inconclusive. Potency is the fitted concentration of half-maximal effect.

SMILES	rTrxR1 inhibitor	RGS4 inhibitor	TrxR1 substrate	USP1-UAF1 inh	mIDH1 inhibitor	Vif-A3G inh	ALOX12 inh	RXFP1 agonist	Vif-APOBEC3F blk
Cc1ccc(CNC(=O)c2ccc(Cl)c(S(=O)(=O)N3CCCCC3)c2)cc1	28%	1%	-4%	-7%	-3%	1%	-4%	0.3%	2%
C[C@@H]1CCCCO[C@@H](CN(C)S(=O)(=O)c2cccs2)[C@@H](C)CN([C@H](C)CO)C(=O)c2cc(NS(=O)(=O)c3ccccc3)ccc2O1	/	/	/	-9%	6%	-8%	0%	/	-11%
CN(CCc1cnn(C)c1)C(=O)C1CCC(=O)N(CC2CCCCC2)C1 (stereo not given)	19%	-2%	6%	-12%	-7%	1%	i	0.3%	-9%
CC1=CC(=C(C#N)c2nc3ccccc3s2)C=C(C)N1Cc1ccco1	-5%	-5%	-9%	?	1%	-8%	-6%[57.4 µM]	6.6%	?
O=C(CC(NC(=O)OCc1ccccc1)c1nn[nH]n1)OCc1ccccc1 (stereo not given)	/	/	/	-10%	4%	0%	19%	/	0%
CCc1ccc(-c2cc(C(=O)NCc3ccccn3)c3ccccc3n2)cc1	8%	10%	46%[activator]	-5%	2%	-9%	-14%	1.4%	-22%
Cc1ccc(NC(=O)c2c(C)nc3sc(C(=O)Nc4ccc(F)cc4)c(N)c3c2-c2ccccc2Cl)c(C)c1	40%[activator]	-10%	22%	-29%	0%	-2%	-27%	23%	-1%
COc1ccc(C(=O)NC(CCSC)C(=O)NCc2nnc3ccccn23)cc1 (stereo not given)	9%	-29%	12%[57.1 µM]	-21%	12%	3%	3%	14%	?
CC1CCCC(C)N1CCCNC(=O)Cn1cc2c(n1)CCCC2 (stereo not given)	-1%	12%	-4%	-17%	-1%	1%	50%	0.6%	-2%
COc1ccccc1NC(C)=O	10%	-12%[11.4 µM]	11%	4%	6%	-4%	11%	0.3%	3%
COC(=O)N[C@H](c1ccccc1)[C@@]1(C)C[C@@H]1[C@@H](C)C(=O)Nc1ccc2ccccc2c1	20%[57.1 µM]	12%&13%	9%[57.1 µM]	-16%	-10%	0%&-2%	-16%	/	5%
CC(C)OC(=O)CSc1nnc(CNc2ccc(Cl)cc2)n1Cc1ccccc1	0%	1%[11.4 µM]	-10%	2%	6%	6%	0%[57.4 µM]	0.2%	0%
Cc1cccc(C(=O)NNC(=O)/C=C/C(=O)O)c1	2%	-9%	-4%	-14%	-3%	0%	23%	3.2%	-4%
CCOc1ccc2c(c1)c(=O)c(S(=O)(=O)c1ccccc1)cn2CC(=O)Nc1ccccc1OC	-13%	-22%	-4%	-22%	-2%	-5%	-19%	-0.3%	-1%
Cn1c(/C(C#N)=C2/CCCCCN2)nc2ccccc21	-4%	-13%	-5%	-7%	4%	-12%	1%	0.2%	-14%
O=C(NCc1ccc(F)cc1)C1CCCN(S(=O)(=O)c2cccnc2)C1 (stereo not given)	1%	6%	5%	-11%	0%	2%	0%[57.4 µM]	-0.8%	4%
COc1ccccc1CCc1nnc(CCC(=O)NCC[C@@H]2C[C@@H]3C=C[C@H]2C3)o1	5%	-19%	-4%	-16%	-6%	1%	8%	1.7%	-1%
CCOC(=O)CSc1nn(-c2ccccc2)c(=S)s1	1%	9%	-8%	-11%	-3%	0%	3%	3.1%	-3%
CCCn1c(SCC(=O)Nc2cccnc2Cl)n[nH]c1=O	25%	3%	0%	-6%	-9%	0%	184%[activator]	/	4%
O=C(NCCC1=CCCCC1)C1CCN(S(=O)(=O)c2ccc(-n3cnnn3)cc2)CC1	18%[57.1 µM]	19%	13%[57.1 µM]	4%	-1%	1%	0%	3.3%	-2%
CCOC(=O)c1sc(=NC(=O)c2cccc(Br)c2)n(C)c1C	13%	-6%	8%	-10%	-6%	0%	7%	17%	2%
COc1cccc(CN(C)C(=O)c2ccc(C)c(S(=O)(=O)N3CCCCC3)c2)c1	10%	11%	-1%	-15%	17%	2%	0%	0.0%	3%
CC[C@H](C)[C@H](NC(N)=O)C(=O)Nc1ccccc1F	10%[57.1 µM]	0%	-4%	-2%	-7%	2%	?	1.0%	-12%
CCOc1ccc(NS(=O)(=O)c2ccc(C(=O)N3CC(C)OC(C)C3)cc2)cc1 (stereo not given)	17%	-3%	6%	-20%	4%	0%	8%	-0.9%	-8%

Filtered by structure: the compounds so far containing a cyano group
SMILES	rTrxR1 inhibitor	RGS4 inhibitor	TrxR1 substrate	USP1-UAF1 inh	mIDH1 inhibitor	Vif-A3G inh	ALOX12 inh	RXFP1 agonist	Vif-APOBEC3F blk
CC1=CC(=C(C#N)c2nc3ccccc3s2)C=C(C)N1Cc1ccco1	-5%	-5%	-9%	?	1%	-8%	-6%[57.4 µM]	6.6%	?
Cn1c(/C(C#N)=C2/CCCCCN2)nc2ccccc21	-4%	-13%	-5%	-7%	4%	-12%	1%	0.2%	-14%

Sorted by molecular weight (highest first): part of the list above
SMILES	rTrxR1 inhibitor	RGS4 inhibitor	TrxR1 substrate	USP1-UAF1 inh	mIDH1 inhibitor	Vif-A3G inh	ALOX12 inh	RXFP1 agonist	Vif-APOBEC3F blk
COc1ccccc1CCc1nnc(CCC(=O)NCC[C@@H]2C[C@@H]3C=C[C@H]2C3)o1	5%	-19%	-4%	-16%	-6%	1%	8%	1.7%	-1%
CCOC(=O)c1sc(=NC(=O)c2cccc(Br)c2)n(C)c1C	13%	-6%	8%	-10%	-6%	0%	7%	17%	2%
CCOC(=O)CSc1nn(-c2ccccc2)c(=S)s1	1%	9%	-8%	-11%	-3%	0%	3%	3.1%	-3%

(next part)
SMILES	rTrxR1 inhibitor	RGS4 inhibitor	TrxR1 substrate	USP1-UAF1 inh	mIDH1 inhibitor	Vif-A3G inh	ALOX12 inh	RXFP1 agonist	Vif-APOBEC3F blk
Cc1ccc2c(c1)N(C(=O)Nc1ccc(Br)cc1F)CCO2	17%	14%	2%	0%	27%	2%	-14%	-0.7%	8%
CCc1ccc(OCCOC(=O)Nc2ccccc2)cc1	29%	41%	3%	-5%	4%	0%	0%	1.4%	-9%
CCOC(=O)CSc1nc2ccccc2c(=O)[nH]1	3%	-1%	-2%	-20%	12%	2%	-8%	-0.6%	-1%
O=C1C2C3C=CC(C3)C2C(=O)N1c1ccc2c(c1)OCO2 (stereo not given)	7%[57.1 µM]	-2%	5%	-14%	0%	1%	11%	0.1%	-1%
S=c1[nH]nc(-c2ccccc2)c2ccccc12	-16%	-16%	-11%	-15%	2%	-10%	-18%	9.7%	11%
O=C(COC(=O)c1ccc([N+](=O)[O-])o1)Nc1ccc(N2CCOCC2)cc1	?	-6%	2%	?	-12%	-1%	352%[activator]	/	1%
O=C(CC1C(=O)NCCN1C(=O)c1ccc(F)cc1)OCc1ccccc1 (stereo not given)	15%[57.1 µM]	13%	12%[57.1 µM]	-12%	1%	-7%	-16%	2.3%	0%
COC(=O)c1sc(NC(=O)c2cc(C)on2)nc1C	10%	31%	-6%	-15%	-4%	-5%	/	2.0%	9%
OCC[C@H]1C[C@H](O)[C@@H](O)[C@]2(CCCO2)O1	6%	18%	-6%	12%	-5%	-1%	13%	/	0%
COc1ccccc1-c1cc(C(=O)Nc2sc3c(c2C#N)CCC(C)C3)c2ccccc2n1 (stereo not given)	10%	-20%[11.4 µM]	3%	-5%	0%	5%	-7%	1.6%	-5%
COc1ccc(N2CCN(C(=O)COC(=O)[C@@H](NC(=O)c3ccccc3Cl)C(C)C)CC2)cc1	3%[57.1 µM]	-9%	3%[57.1 µM]	-18%	-9%	1%	6%	/	2%
COc1ccccc1N1CCN(C(=O)c2nn(-c3ccccc3OC)c(=O)c3ccccc23)CC1	24%[57.1 µM]	6%	11%[57.1 µM]	-10%	0%	0%	?	1.8%	-10%
CC(C)(C)NC(=O)C(c1ccc(O)cc1)N(Cc1ccco1)C(=O)Cn1nnc(-c2cccs2)n1 (stereo not given)	-16%	-7%	4%	-24%	2%	-2%	-28%[57.4 µM]	-0.1%	-1%
CN(C)S(=O)(=O)c1ccc(NC(=O)c2ccc(Br)o2)cc1	-34%	-11%	2%	-7%	9%	-1%	/	-0.6%	-2%
N#CCCN1CCN(S(=O)(=O)c2ccc(S(=O)(=O)NCC3CCCO3)cc2)CC1 (stereo not given)	43%[activator]	-3%	10%	-2%	4%	0%	441%[activator]	-0.7%	-1%
CCN(Cc1ccccc1)C(=O)c1sc2nc3n(c(=O)c2c1C)CCCC3	8%	0%	11%[11.4 µM]	-16%	5%	-7%	4%	1.6%	6%
O=S(=O)(Nc1c(S(=O)(=O)c2ccccc2)c2nc3ccccc3nc2n1C1CCCCC1)c1ccccc1	?	?	181%[activator]	3.2µM*	9%	-14%	40µM*	5.0%	11%

A portion of the library; the hit share may differ from the screen's.
